# T cell modulator = T cell immune modulation candidate. AID 2052. 0.068% of 330,000 active. 2C CD8+ T cell-vesicle binding, flow cytometry; active compounds read low. calls only at 7 µM;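 active = response, share of CD8 T cells binding vesicles, and their 90th percentile fluorescence all below set limits, cut at about 80% in these data, passing the limit was not always enough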
#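 Also added: QL9-peptide-loaded Drosophila micro-vesicles bearing Ld, ICAM-1 and B7-1; Test system: purified 2C TCR transgenic mouse naive CD8+ T cells; Measured by: cytometric PE anti-B7-1 and Alexa647 anti-CD8 signals after 1% paraformaldehyde fixation; Timing: binding step 1.5 h, 37 °C, antibody labelling 20 min, ice.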
# RSV antiviral HEp-2 = RSV antiviral activity via CPE protection, HEp-2 cells, primary 10 µM value included (AID 2391); HEp-2 cells, RSV-induced CPE inhibition; higher % means a stronger effect; CPE inhibition, % at 10 µM, or IC50 in µM where a hit was titrated; 0.13% of 310,000 active; in the data active = a potency from the dose series; inconclusive = CPE inhibition mostly from about 23% at the one dose, without a potency; inactive = the rest, 99 in 100 with CPE inhibition below about 21%; note: strong numbers were not always called active
# TNAP activation fold = human TNAP enzyme activators, primary screen, biochemical, luminescent, no phosphate acceptor, uHTS (AID 1001); 0.03% of 200,000 active; purified TNAP, luminescent activation assay, no phosphate acceptor; higher activation fold means a stronger effect; one-dose activation fold at 20 µM; EC50 in µM for titrated hits; in the data active = activation fold from about 3, or a potency from the dose series; inactive = the rest, 99 in 100 with activation fold below about 1.6; note: many of its hits are not listed in these tables
# MgcRacGAP inhibition = MgcRacGAP GTPase-activating activity inhibitors, confirmation, biochemical, ADP Hunter fluorescence; MgcRacGAP-stimulated Rac1 GTP hydrolysis, ADP Hunter fluorescence; higher % means a stronger effect; GST-tagged Rac1 F28L mutant substrate; AID 624330; 0.6% of 340,000 active; inhibition, % at 30 µM; hits with a dose series show IC50 in µM;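 active = first-screen hits whose inhibition reached a set limit at any dose in the follow-up dose series; inconclusive = inhibition above the set first-screen limit but never retested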;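 note: fluorescence reports GDP produced by GAP-driven GTP hydrolysis; strong numbers were not always called active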
# PhoP inhibition = PhoP-dependent GFP reporter repression – Salmonella Typhimurium, primary screen (AID 1863). S. Typhimurium PhoP-regulated promoter GFP reporter, 4 h; higher % means a stronger effect. one-dose inhibition, % at 50 µM; IC50 in µM for titrated hits. 0.16% of 300,000 active;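 active = inhibition over 29.93%, a cutoff 3 SD above the screen mean, later confirmed by dose response; inconclusive = inhibition over 29.93% but no dose response follow-up; inactive = inhibition at most 29.93% or unconfirmed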;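 note: 0% = low Mg2+ inducing control and 100% = high Mg2+ repressing control; strong numbers were not always called active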
# Myeloid diff MLP = compounds promoting myeloid differentiation | ER-HoxA9 myeloid progenitors, lysozyme-GFP differentiation, flow cytometry | AID 624256 | calls only at 10 µM | 1% of 360,000 active;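 active = normalized GFP-positive differentiation at or above the plate's own cutoff, the solvent-only control mean plus 3 SD; inconclusive = no clear call, values can overlap the other calls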;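 note: cells exposed to compound for four days before flow analysis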
# SV40 large T antigen = TAg ATPase/helicase activity blockers – biochemical (AID 1903); SV40 large T antigen ATPase/helicase inhibition assay; higher % means a stronger effect; 0.39% of 310,000 active; inhibition, % at 20 µM, or IC50 in µM where a hit was titrated; in the data active = a potency from the dose series; inconclusive = inhibition mostly from about 32% at the one dose, without a potency; inactive = the rest, 99 in 100 with inhibition below about 32%; note: strong numbers were not always called active
# UTI89 phage lysis = protection from phage-mediated lysis, alamar blue read-out – E. coli UTI89, K1F phage, bacterial capsule biogenesis inhibitors (AID 488966) | E. coli UTI89 K1F phage lysis, alamar blue, 2 h; higher % means a stronger effect | inhibition, % at 100 µM; hits with a dose series show IC50 in µM | 0.02% of 340,000 active;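 active = phage lysis inhibition, versus mean bacterial control, above a set limit; inconclusive = no clear call, values can overlap the other calls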;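 note: capsule biogenesis inhibitors block K1F phage lysis so surviving cells raise fluorescence; higher fluorescence means more inhibition of phage lysis; actives were called in the ten point dose series up to 300 µM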
# NTR1 agonist = NTR1-driven beta-arrestin-GFP spot formation – imaging, U2OS cells, high content, primary screen (AID 493036). P30989. agonist mode. activation, % at 20 µM. 0.17% of 330,000 active;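 active = activation at or above 40% of the spot to cytoplasm intensity ratio, with at least 20 cells analyzed; inconclusive = wells under 20 cells, flagged as cytotoxic or low count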;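 note: 0% = DMSO without peptide and 100% = 100 nM NTR1 peptide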
# Target sequence (P30989 whole entry, looked up): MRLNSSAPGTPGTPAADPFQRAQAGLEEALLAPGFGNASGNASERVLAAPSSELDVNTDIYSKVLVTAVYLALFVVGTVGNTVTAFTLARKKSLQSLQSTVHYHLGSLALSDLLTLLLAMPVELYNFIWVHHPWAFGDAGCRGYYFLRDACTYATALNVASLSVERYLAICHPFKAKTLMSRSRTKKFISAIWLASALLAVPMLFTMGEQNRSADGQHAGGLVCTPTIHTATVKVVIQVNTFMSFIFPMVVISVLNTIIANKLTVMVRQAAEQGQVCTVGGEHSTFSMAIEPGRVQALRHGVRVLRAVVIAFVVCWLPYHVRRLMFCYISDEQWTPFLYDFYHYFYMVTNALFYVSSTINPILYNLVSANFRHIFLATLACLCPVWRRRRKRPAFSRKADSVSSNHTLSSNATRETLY
# T cell modulator vesicle-bound % = further read-out of T cell modulator, marked with its call; double positive events, %; measured here: CD8+ vesicle-bound cell fraction;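 binding gate set so that unloaded-vesicle control wells show 10% double positive cells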
# NTR1 agonist cell count 20 µM = second read-out of NTR1 agonist, no call of its own (marks repeat the call); cell count; measured here: cell count, cytotoxicity flag
# Myeloid diff MLP GFP+ MAC1+ % = recorded beside Myeloid diff MLP, whose call it bears; GFP+ MAC1+ double positive, %; measured here: differentiation confirmed by MAC1 staining
# * = called active by the depositor; i = inactive; ? = inconclusive; · = no result given; [ ] = another dose, or the depositor's remark.
structure	T cell modulator	MgcRacGAP inhibition	Myeloid diff MLP GFP+ MAC1+ %	TNAP activation fold	PhoP inhibition	UTI89 phage lysis	NTR1 agonist cell count 20 µM	NTR1 agonist	RSV antiviral HEp-2	Myeloid diff MLP	T cell modulator vesicle-bound %	SV40 large T antigen
COC(=O)c1c(C)[nH]c(C(=O)C(C)OC(=O)C2CC2C)c1C (centres undefined)	i	1%	0.6	·	·	0.3%	58	2.2	6.3%	i	20	·
O=C(CSCc1ccccc1)NNC(=S)Nc1cccc(Cl)c1Cl	i	21%	0.7	1.6	-14%	-0.5%	34	0.0	0.6%	i	27	7%
CC(C)n1cc(/C=C2\NC(=O)N(c3cccc(Cl)c3)C2=O)c2ccccc21	i	5%	1.6	0.8	-2%	0.0%	83	3.7	-1.1%	i	29	3%
CCOc1c2ccc(C(=O)NCc3ccco3)cc2nn1CC	i	11%	2.1	1.1	-9%	1.8%	91	-1.6	-2.2%	i	30	10%
CCc1c(C)sc(NC(=O)c2cc(C3CC3)on2)c1C#N	i	16%	1.6	1	-7%	-0.8%	59	-0.2	5.4%	i	18	10%
Cc1ccc(N(C(=O)c2ccccn2)C2(C(=O)NC3CCCC3)CCCCC2)cc1	i	3%	1.1	1	2%	0.4%	77	-0.3	-0.4%	i	44	2%
COc1cc2c(cc1OC)CN(Cc1cc(=O)n3cc(C)ccc3n1)CC2	i	4%	0.5	1.1	·	0.2%	103	1.8	0.6%	i	24	·
COc1cccc(CC2(CO)CCCN(Cc3ccc(OC)c(C)c3OC)C2)c1 (centres undefined)	i	5%	0.5	·	-4%	0.3%	59	0.5	2.1%	i	10	10%
C=CC[C@H](CC(=O)N(CCO)Cc1ccccc1)C(=O)N[C@H](COC(=O)[C@@H](CC=C)Cc1ccc(F)cc1)Cc1c[nH]c2ccccc12	i	4%	1.0	·	·	-4.0%	37	3.6	·	i	16	·
Cc1cc(N2CCCCC2)n2ncc(-c3ccc(Cl)cc3)c2n1	i	1%	0.9	1	8%	0.2%	64	12	1.2%	i	52	10%
CC(=O)Nc1ccc(C(=O)COC(=O)CCN2C(=O)C3CC=CCC3C2=O)cc1 (centres undefined)	i	9%	1.0	·	-2%	-0.3%	46	1.4	1.9%	i	60	-8%
O=C(NCCN1CCOCC1)C1CCC(=O)N1Cc1ccc(F)cc1 (centres undefined)	i	7%	3.8	1.1	-17%	6.9%	67	1.0	2.0%	i	9	2%
O=C(CNC(=O)c1cccc(F)c1)OCC(=O)N1CCCCC1	i	2%	0.0	1	-10%	0.6%	86	-1.5	0.7%	i	53	2%
CCOC(=O)c1cccc(N/C=C/C(=O)c2ccc(OC)c(OC)c2)c1	i	-4%	0.4	1	16%	4.1%	94	2.8	?	i	29	11%
CC(C)(C)OC(=O)N1CCCN(C(=O)Nc2ccc(OC(F)(F)F)cc2)CC1	i	7%	0.7	·	-7%	0.3%	55	3.7	1.1%	i	21	20%
COc1ccc(NC(=O)CSc2nnc(C3CCCCC3)n2N)cc1OC	i	11%	10	·	-8%	0.2%	64	0.0	1.4%	i	35	10%
Cc1ccc(C(=O)NNC(=S)NC(=O)c2ccc(Cl)cc2Cl)cc1	i	5%	·	1	-6%	?	51	4.5	-1.2%	·	16	17%
CCN1CCCC1CN(Cc1cc2ccc(C)cc2[nH]c1=O)C(=S)Nc1ccc(F)cc1 (centres undefined)	i	2%	1.1	1.1	-4%	0.7%	25	5.8	11%	i	31	5%
Cc1c(NC(=O)CN2C(=O)NC(C)(c3ccccc3)C2=O)c(=O)n(-c2ccccc2)n1C (centres undefined)	i	1%	0.6	1.1	-3%	-0.5%	36	-0.2	1.6%	i	48	-4%
O=[N+]([O-])c1ccccc1SNc1ccccn1	i	12%	0.3	1.1	8%	3.8%	54	1.5	0.4%	i	49	6%
COc1ccccc1C(=O)Nc1cccc2cccnc12	i	8%	1.0	·	2%	-0.2%	63	7.7	?	i	67	12%
CCOC(=O)N1CCC(NC(=O)Cc2cn(C)c3ccccc23)CC1	i	-2%	1.0	1.1	-4%	-0.2%	55	-0.6	1.4%	i	31	14%
O=C(NN1C(=O)C2C(c3ccccc3)C=CC(c3ccccc3)C2C1=O)c1ccccc1 (centres undefined)	i	1%	0.4	1.1	4%	5.8%	46	2.8	0.9%	i	48	3%
CCOCCCNC(=S)Nc1ccc2nc(N3CCOCC3)cc(C)c2c1	i	·	0.6	·	-7%	-1.7%[50 µM]	42	1.3	5.5%	i	24	19%
CCn1c(SCC(=O)NNC(=O)c2ccc(OC)cc2)nnc1C(C)C	i	0%	·	·	10%	0.1%	53	-3.0	1.2%	·	15	5%
COc1ccc(CCNC(=O)C2CCN(c3ccc(N4CCOCC4)nn3)CC2)c(OC)c1	i	11%	2.4	1.2	4%	-1.2%	85	-2.8	0.2%	i	28	9%
CCOc1cc(S(=O)(=O)Nc2ccccn2)ccc1F	i	8%	0.5	1.1	3%	0.8%	55	0.2	2.4%	i	47	-1%
Cc1ccc(-c2ccc(CCC(=O)O)n2-c2ccc(C(=O)O)cc2)cc1	i	8%	0.3	·	-3%	-2.3%[50 µM]	94	0.8	0.2%	i	26	9%
OC1CCN(c2c3c(nc4cc(-c5ccc(F)cc5)nn24)CCC3)CC1	i	10%	0.0	1.1	-1%	-0.1%	77	2.5	5.3%	i	49	3%
CCOC(=O)[C@H]1[C@H]2COc3ccc(C)cc3[C@@H]2N2C(=O)CN(Cc3ccco3)C(=O)[C@@]12C	i	14%	2.3	·	·	0.3%	54	0.5	0.3%	i	50	·
O=C(/C=C/c1ccco1)NCC(=O)N/N=C/c1ccc([N+](=O)[O-])cc1	i	13%	0.1	1	5%	0.1%	85	-0.4	1.4%	i	61	8%
Cc1ccc(/C=C(\NC(=O)c2ccccc2)C(=O)NC2CCN(Cc3ccccc3)CC2)o1	i	6%	1.0	·	-8%	0.2%	52	-0.7	1.4%	i	23	11%
Cc1ccc(/C=C2\SC(=S)N(CCC(=O)N3CCCCC3)C2=O)cc1	i	7%	0.5	·	3%	1.6%	44	-0.4	-0.2%	i	16	2%
Nc1ccc(Br)c[n+]1Cc1cccc2cccnc12	i	7%	0.3	·	·	0.3%	64	-0.7	47µM*	i	25	10%
Cc1nc2ccccc2nc1OCc1cccc(Cl)c1	i	6%	0.5	1.7	13%	4.0%	45	-0.5	6.5%	i	43	10%
COc1ccc(C(=O)NCC(=O)NCC(=O)OCC(=O)c2cccs2)cc1	i	4%	1.5	1.1	-2%	1.8%[50 µM]	64	3.3	2.1%	i	24	8%
O=C(O)c1ccc(-c2nc(-c3ccccc3)cs2)cc1	i	10%	0.1	1.1	-5%	0.0%	100	-0.5	0.9%	i	52	10%
Nn1c(-c2ccccc2)nc2cc(Cl)ccc2c1=O	i	0%	0.6	·	-4%	0.1%	69	1.5	-1.3%	i	42	4%
COCCCNC(=O)CN1C(=O)CSc2ncccc21	i	5%	1.9	1.2	7%	1.6%	68	2.0	1.2%	i	43	-2%
CCOC(=O)C1CCCN(C(=O)COC(=O)c2cccs2)C1 (centres undefined)	i	4%	0.5	·	·	1.7%	53	-0.2	·	i	34	·
COc1c2ccccc2c(OC)c2ccccc12	i	13%	0.6	1.1	2%	0.1%	100	-1.5	1.3%	i	51	1%
O=C(O)C(Cc1ccccc1)NC(=O)C(Cc1ccccc1)NC(=O)C12CC3CC(CC(C3)C1)C2 (centres undefined)	i	·	0.5	·	·	·	47	0.2	0.3%	i	19	11%
CC1CCC2(CC1)NC(=O)N(NC(=O)c1cccc(N(C)C)c1)C2=O (centres undefined)	i	5%	0.7	·	·	-0.2%	62	-1.9	2.6%	i	33	·
O=S(=O)(Cc1c(F)cccc1Cl)c1ncn[nH]1	i	5%	0.7	1	-12%	0.4%	39	-0.3	6.5%	i	27	12%
Cc1onc(-c2ccccc2Cl)c1C(=O)NC(C)c1ccccc1 (centres undefined)	i	15%	0.8	·	0%	0.6%	51	-1.2	1.9%	i	49	-1%
Cc1ccc(C(=O)NNC2=Nc3cc([N+](=O)[O-])ccc3OC2)cc1	i	2%	0.7	·	-12%	0.0%	62	-1.1	0.3%	i	10	0%
Cc1ccccc1-c1nc(CS(=O)(=O)CC(=O)NC2CC2)c(C)o1	i	4%	0.0	·	-5%	0.5%	65	-0.6	1.2%	i	8	8%
COc1ccc(CCN2CC(C(=O)NCCc3ccccc3C)CCC2=O)cc1 (centres undefined)	i	-14%	1.1	·	-15%	0.1%	49	1.1	0.6%	i	11	9%
O=C(CN1CCN(Cc2ccc(F)cc2)CC1)Nc1nc2ccccc2s1	i	5%	0.3	·	-2%	5.4%	59	-1.4	6.7%	i	65	7%
CCOC(=O)C1CCCN(C(=O)c2ccc(CS(=O)(=O)Cc3ccccc3C)o2)C1 (centres undefined)	i	-1%	1.0	1.1	0%	0.1%	54	0.1	2.4%	i	5	11%
Cc1ccc(S(=O)(=O)Nc2cc(Cl)c(O)c3ncccc23)cc1	i	0%	0.2	·	52µM*	0.4%	45	1.9	16%	i	78	18%
CCOC(=O)NC1(C(F)(F)F)C(=O)NC(C)=C1C(=O)OC (centres undefined)	i	3%	5.0	1.2	-10%	-0.1%	45	-0.6	0.7%	i	39	26%
FC(F)(F)c1cnc(N2CCSCC2)c(Cl)c1	i	4%	1.2	·	-2%	0.5%	59	0.6	·	i	32	11%
CCOC(=O)c1c(C)[nH]c(C)c1C(=O)COC(=O)/C=C/c1cccc(F)c1	i	-1%	2.3	0.9	34%	0.1%	·	·	0.9%	i	36	4%

# Three entries out of the list above, sorted by the number in PhoP inhibition, highest first.
Molecule | T cell modulator | MgcRacGAP inhibition | Myeloid diff MLP GFP+ MAC1+ % | TNAP activation fold | PhoP inhibition | RSV antiviral HEp-2 | T cell modulator vesicle-bound % | SV40 large T antigen
CCOC(=O)c1c(C)[nH]c(C)c1C(=O)COC(=O)/C=C/c1cccc(F)c1 | i | -1% | 2.3 | 0.9 | 34% | 0.9% | 36 | 4%
CCOC(=O)N1CCC(NC(=O)Cc2cn(C)c3ccccc23)CC1 | i | -2% | 1.0 | 1.1 | -4% | 1.4% | 31 | 14%
COc1ccc(NC(=O)CSc2nnc(C3CCCCC3)n2N)cc1OC | i | 11% | 10 | · | -8% | 1.4% | 35 | 10%
